AddAB inh: less growth of phage-infected E. coli with AddAB; E. coli expressing H. pylori AddAB, absorbance growth; actives 0.29% (n = 330,000); inhibition, % at 11.9 µM; in the data active means inhibition above about 12%;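 further: 0% = vehicle wells of infected cells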
phage Ecoli inh: E. coli growth loss with phage present. AID 651602. growth absorbance. actives 0.26% (n = 360,000). inhibition, % at 11.9 µM; in the data active means inhibition above about 11%
SUMO Mot1 rescue: inhibitors of SUMOylation pathway: yeast Mot1-301 growth rescue. S. cerevisiae Mot1-301 growth rescue, ATP luminescence, 38.5C; percent above DMSO median, 100 means doubled. growth rescue, % at 18.8 µM. actives 1% (n = 320,000). AID 2716;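 active means every valid replicate shows activation above 250% relative to neutral control wells; inactive means the rest, any valid replicate at or below 250%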;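 further: OY570 slx delta 5 strain wells were the positive control but not used for scaling; some compounds called inactive have numbers as strong as hits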
Tat export inh: inhibitors of E. coli Tat protein transport; E. coli MC4100 TorA-mCherry Tat export, fluorescence; inhibition, % at 10 µM; actives 0.036% (n = 340,000);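 active means mean replicate inhibition at least 50% and at least half of replicates individually reaching 50%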;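 further: exported cargo escapes ClpAP degradation while cytoplasmic cargo is degraded and loses fluorescence; 0% = median of neutral control wells and 100% = median of NaSCN control wells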
PfHsp90 set2: reduces growth (ATP signal) of yeast expressing P. falciparum Hsp90; S. cerevisiae expressing PfHsp90, BacTiter-Glo ATP, 48 h; yeast lacking PDR1 and PDR3 efflux regulators; inhibition, % at 9.4 µM; actives 0.32% (n = 310,000); AID 504621;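 active means every replicate shows inhibition above about 80%, whatever the replicate mean, limit read from the data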;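 further: 0% = DMSO neutral controls and 100% = 20 µM radicicol positive controls; yeast relying on Plasmodium falciparum Hsp90 in place of its own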
Ecoli viability: counter-screen for AddAB inhibitors: E. coli growth inhibition; E. coli V3065 growth, OD600 absorbance, 18 h; inhibition, % at 11.9 µM; actives 0.27% (n = 330,000);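 active means inhibition above the campaign's mean inhibition across all tested compounds plus 3 SD, cut at about 9.9% in these data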;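 further: uninfected addAB+ strain grown without phage in ampicillin broth; 0% = DMSO wells and 100% = ciprofloxacin 0.95 µg/ml wells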
HTR5A inv ctr: counter-screen for OPRM1-OPRD1 inverse agonists: human HTR5A inverse agonism; P47898; AID 504634; actives 0.083% (n = 340,000); inhibition, % at 9.3 µM; HTR5A cell line, luminescence; in the data active means inhibition mostly above about 23%, no sharp cut-off; inactive means mostly below about 18%;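 further: 0% = cells with DMSO and 100% = no-cell wells with DMSO; some compounds called inactive have numbers as strong as hits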
Target sequence (P47898 whole entry, looked up): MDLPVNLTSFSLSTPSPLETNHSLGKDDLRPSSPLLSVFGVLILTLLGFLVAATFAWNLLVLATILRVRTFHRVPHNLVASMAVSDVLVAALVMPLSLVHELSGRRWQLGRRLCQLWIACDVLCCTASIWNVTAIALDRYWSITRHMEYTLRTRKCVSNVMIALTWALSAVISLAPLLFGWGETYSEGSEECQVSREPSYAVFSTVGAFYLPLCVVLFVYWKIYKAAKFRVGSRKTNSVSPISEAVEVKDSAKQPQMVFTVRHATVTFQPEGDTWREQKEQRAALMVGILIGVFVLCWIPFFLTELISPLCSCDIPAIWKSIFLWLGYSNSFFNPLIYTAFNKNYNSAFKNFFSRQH
PKA-R2B activ: PKA-R2B complex activation. activation, % at 11.4 µM. actives 0.079% (n = 340,000). AID 504700. P22694+P31323. PKA-R2B holoenzyme dissociation, Cy5-IP20 fluorescence polarization; R2B truncated from residue 108, S112A mutant; 0% DMSO only, 100% 113 µM cGMP;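 active means activation above a cutoff set at the mean over all compounds plus 3 SD, cut at about 18% in these data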;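 further: higher means more holoenzyme dissociation and a rise in polarization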
Target sequence (P31323 whole entry, looked up, other chains not shown, the tested form may be a part): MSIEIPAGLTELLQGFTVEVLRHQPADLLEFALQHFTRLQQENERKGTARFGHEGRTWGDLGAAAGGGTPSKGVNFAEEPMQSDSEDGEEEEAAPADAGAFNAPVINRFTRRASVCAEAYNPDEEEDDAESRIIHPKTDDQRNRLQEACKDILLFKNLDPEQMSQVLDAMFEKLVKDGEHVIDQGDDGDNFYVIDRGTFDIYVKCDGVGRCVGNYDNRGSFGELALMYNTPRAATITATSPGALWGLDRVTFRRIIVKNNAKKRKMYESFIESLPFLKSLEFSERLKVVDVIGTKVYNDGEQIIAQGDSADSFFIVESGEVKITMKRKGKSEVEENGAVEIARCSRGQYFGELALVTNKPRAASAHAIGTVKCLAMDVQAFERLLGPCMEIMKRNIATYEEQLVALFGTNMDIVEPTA
OPRM1-OPRD1 inv: mu-delta opioid heterodimer inverse agonism | P35372+P41143 | actives 0.21% (n = 340,000) | cell-based MOR-DOR heterodimer luminescence | inhibition, % at 9.3 µM; in the data active means inhibition above about 22%, passing the limit was not always enough;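 further: 0% = cells with DMSO and 100% = wells without cells with DMSO; values of inactives mirror those of a sister screen read the other way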
PKA-R1A activ: activates the PKA-R1A holoenzyme complex; actives 0.083% (n = 340,000); PKA-R1A dissociation, Cy5-IP20 fluorescence polarization; scaled: DMSO 0%, 113 µM cGMP 100%; activation, % at 11.4 µM; AID 504707; P00514+P68181;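 active means percent activation above the mean of all tested compounds plus 3 SD, cut at about 19% in these data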;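 further: higher means more PKAc released from R1A so a rise in polarization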
OPRM1-OPRD1 ag: agonists of human mu-delta opioid receptor heterodimerization. actives 0.3% (n = 340,000). activation, % at 9.3 µM. cells, OPRM1-OPRD1 heterodimerization, luminescence. P35372+P41143; in the data active means activation above about 18%;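 further: 0% = vehicle-treated cells and 100% = reference agonist; values of inactives mirror those of a sister screen read the other way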
Active calls of the source: *; i = inactive; nt = no result given.

SMILES	AddAB inh	phage Ecoli inh	SUMO Mot1 rescue	Tat export inh	PfHsp90 set2	Ecoli viability	HTR5A inv ctr	PKA-R2B activ	OPRM1-OPRD1 inv	PKA-R1A activ	OPRM1-OPRD1 ag
O=C(Cc1cccc(NC(=O)C2CCCN(C(=O)C3CCCC3)C2)c1)Nc1ccc(C(=O)N2CCOCC2)cc1 (stereo unspecified)	nt	2.7	nt	-5	-6	nt	-20	-12	12	2	-2.5
CC1CCN(S(=O)(=O)c2ccc(S(=O)(=O)NCC3COCCO3)cc2)CC1 (stereo unspecified)	1.3	4.7	63	-3	-4	3.4	6	-9	11	-11	-2.1
COc1cc(C(=O)NC(C)c2ccc(-n3ccnc3)cc2)cc(OC)c1C (stereo unspecified)	0.6	2.0	-24	10	-5	-0.6	-7	-4	-7	6	0.9
O=c1c2cc(N3CCOCC3)ccc2[nH]c(=S)n1CCCN1CCCC1	3.3	-0.7	i	-3	0	0.2	-3	6	8	-7	-1.7
COc1cccc(COc2cc3ccccc3nc2C)c1	2.9	1.2	385	4	-11	-1.3	8	-10	-29	0	5.8
CCOC(=O)c1[nH]c(CSc2nnc(-c3ccc(OC)cc3)o2)c(C(=O)OCC)c1C	-0.9	1.6	2	6	1	-2.4	-3	-11	19	-7	-3.9
COc1ccc(Cn2cc(CN3CCS(=O)(=O)N(Cc4ccc(-c5cccc(Cl)c5)cc4)C(C)C3=O)nn2)cc1 (stereo unspecified)	nt	1.5	nt	4	-25	nt	-37	-8	15	-15	-3.3
CCOc1ccc(NC(=O)C2CC=CCC2C(=O)O)cc1 (stereo unspecified)	1.6	1.8	-11	-11	17	-0.3	-1	-3	7	-7	-1.4
CCOC(=O)N1CCN(C(=O)COc2ccccc2OC)CC1	1.2	0.5	0	-6	-3	-0.4	22	-4	-1	13	0.2
COc1ccc(-n2c(Cc3cccn3C)nnc2SCC(=O)Nc2cccc(C)c2C)cc1	5.9	2.6	0	2	6	0.2	-3	8	11	0	-2.1
Fc1ccc(CN2C3=NCCN3c3ccccc32)cc1	8.3	3.5	-10	-12	5	5.2	6	-7	17	-8	-3.4
Cc1cccc(NC(=O)COc2ccc(Br)cc2/C=N/O)c1	4.0	4.1	84	0	5	3.1	5	-6	-6	5	1.2
O=C(CN1CCCC1)Nc1c(Cl)cccc1Cl	3.2	-1.5	-2	-7	9	2.6	-3	-1	6	-10	-1.3
CN(C)CCNC(=O)c1cccc2nc3c(ccc4ccccc43)nc12	nt	2.4	nt	-6	-13	nt	3	4	7	-1	-1.7
O=C(COC(=O)c1cc([N+](=O)[O-])ccc1NCc1ccccc1Cl)NCC(F)(F)F	1.8	3.6	23	-3	-10	2.5	1	-16	-28	6	5.2
O=C(COc1ccc(Cl)cc1Cl)Nc1nnc(C2=COCCO2)o1	0.0	-1.6	-1	5	28	-0.6	-3	4	14	-2	-3.0
COC(=O)c1cc(C(=O)OCC(=O)NC2CCCC2)cc([N+](=O)[O-])c1	-1.4	-1.5	16	2	-48	-0.9	-2	-7	-1	6	0.1
COc1cc(C(=O)COC(=O)c2cccs2)cc(OC)c1OC	-0.2	-1.7	1	-2	7	0.1	5	-7	11	6	-2.1
N/C(=N\OC(=O)c1cccc(F)c1)c1ccccn1	2.4	1.4	1	-5	45	0.9	4	-2	-7	-5	1.4
O=C(O)CCNC(=O)c1ccccc1	-1.8	3.3	-5	-2	3	1.6	5	7	12	3	-2.3
COc1ccc(NC(=O)n2ncc3c(C)cccc32)cc1OC	-0.4	-0.9	-2	3	-3	2.0	-6	8	-2	-2	0.3
COC(=O)c1ccc(NS(=O)(=O)c2ccc3[nH]c(=O)oc3c2)cc1	2.6	2.4	-1	-4	0	-0.6	-2	-8	14	3	-2.5
COc1ccc(OC)c(CNC(=O)C2CCN(S(=O)(=O)N3CCCC3)CC2)c1	-2.5	1.6	-3	-2	-3	0.6	24	-12	6	-14	-1.1
COCCCNC(=S)NNC(=O)c1csc(C)n1	-1.8	-1.0	-13	-4	-8	0.2	-25	5	0	-2	0.0
O=C(NCCN1CCOCC1)C(Sc1ccccc1)c1ccccc1 (stereo unspecified)	3.3	2.1	-11	1	-2	-1.8	9	-4	13	-2	-2.7
N=C1C(c2nc3ccccc3[nH]2)=C(O)CN1c1ccc(F)cc1	-0.6	0.5	nt	-3	5	-1.8	6	-4	9	-6	-1.5
Cc1ccc(-c2noc(-c3ccccc3F)n2)cc1	0.7	8.2	nt	-11	10	1.6	-1	-3	-16	2	2.2
CCc1cccc(NS(=O)(=O)c2ccc3c(c2)NC(=O)CC(=O)N3)c1	0.4	2.6	565	-5	-19	2.3	7	1	12	7	-2.4
CSc1nc(C)cc(SCCO)n1	0.3	-3.1	7	0	14	-2.0	17	-1	5	-3	-0.9
O=C(N=C1SC2CS(=O)(=O)CC2N1c1ccc(Cl)c(Cl)c1)C1CCCO1 (stereo unspecified)	0.8	-0.9	16	6	-13	1.1	-7	-8	12	-8	-2.4
COc1cc(OC)cc(C(=O)NCC(=O)OC2CCCCC2=O)c1 (stereo unspecified)	-0.2	1.9	-12	-3	-3	1.8	1	-5	-1	-6	0.1
CC(=O)Nc1ccc(NC(=O)CSC2=NS(=O)(=O)c3ccccc3N2)cc1	0.1	3.5	-5	-4	5	-0.9	7	2	7	6	-1.1
COc1ccc(NC(=O)CN(C)CC(=O)NCc2ccc(C)cc2)cc1	0.2	0.0	5	4	-6	-0.2	7	-2	22	-8	-5.6
COc1ccc(NC(=O)c2cc(S(=O)(=O)N3CCCCC3)c[nH]2)c(OC)c1	3.0	2.8	2	-10	2	1.9	9	-12	-2	-5	0.4
O=c1cc(-c2ccc(O)cc2)oc2ccc3ccccc3c12	-0.6	0.9	55	-2	8	-1.1	-15	-1	-7	1	1.6
COc1ccc(OC)c(COC(=O)c2cc([N+](=O)[O-])ccc2N2CCOCC2)c1	0.1	3.8	-7	8	7	-0.5	-8	2	17	5	-4.5
COc1ccccc1C(=O)NCCC(=O)N(C)Cc1ccc(C)o1	3.5	0.1	24	-5	0	1.4	26	-6	9	-10	-1.8
COc1ccc(C(=O)Nc2ccc(S(=O)(=O)NCc3ccco3)cc2)cc1OC	4.7	1.9	-3	-5	-1	0.6	6	-11	19	-18	-3.7
CCC(=O)c1ccc(OCC(=O)Nc2nc(-c3cccnc3)cs2)cc1	2.8	-1.1	12	-6	-37	-1.5	-11	11	4	-4	-0.9
O=C(NCCC1=CCCCC1)C1CC(=O)N(Cc2ccccc2)C1 (stereo unspecified)	3.7	2.4	3	0	-13	-0.6	15	-4	20	-4	-3.8
O=C(C[n+]1cccc(NC(=O)c2ccccc2)c1)c1ccccc1	2.9	2.7	nt	19	23	0.8	6	2	13	16	-2.3
COCCOc1ccc(C(F)(F)F)cc1NC(=O)COC(=O)c1ccc(N2CCCC2=O)cc1	-0.2	2.9	9	1	nt	-0.6	6	-1	17	-2	-3.2
CCC(Sc1nc(C)cc(=O)[nH]1)C(=O)Nc1sc2c(c1C#N)CCCC2 (stereo unspecified)	0.4	-0.2	6	-20	-5	0.9	18	-2	9	-8	-1.6
O=C(CSc1nnc(Cc2ccccc2)n1-c1ccc(Cl)cc1)N1CCOCC1	2.0	-0.1	95	0	16	0.1	8	-7	10	-6	-1.7
CCN(C(=O)c1ccc(S(=O)(=O)N2CCCCC2)cc1)C1CCS(=O)(=O)C1 (stereo unspecified)	2.1	1.9	22	0	-6	2.0	-19	-7	2	-5	-0.3
CCOC(=O)c1ccc(NC(=O)CCOc2ccc(C)cc2)cc1	1.5	3.1	-4	-2	-15	0.9	-22	-1	-35	-10	6.9
COc1ccccc1N=Cc1c(C)c(C#N)c2[nH]c3ccccc3n2c1=O	1.1	0.6	-13	-1	3	-0.2	-2	-7	6	0	-1.3
Cc1cccc(CSC2=NCCN2C(=O)C2CC2)c1	-3.2	3.2	450	-1	19	1.0	-4	-2	7	-4	-1.2
CC(C)c1ccccc1-n1c(SCC(=O)c2ccc3c(c2)NC(=O)CO3)nc2ccccc2c1=O	-1.3	-0.7	-1	-4	nt	0.4	0	-9	-32	6	6.5
O=C(c1ccc(CNc2c(NC3CCCCC3)c(=O)c2=O)cc1)N1CCc2ccccc21	nt	0.1	nt	-1	-21	nt	-1	6	2	-13	-0.3
O=C(OC(C(=O)NC1CCCCC1)c1ccccn1)c1cccs1 (stereo unspecified)	3.8	0.8	197	3	-2	-0.2	-8	0	18	-8	-3.5

Already shown: an excerpt of the list.
SMILES	AddAB inh	phage Ecoli inh	SUMO Mot1 rescue	Tat export inh	PfHsp90 set2	Ecoli viability	HTR5A inv ctr	PKA-R2B activ	OPRM1-OPRD1 inv	PKA-R1A activ	OPRM1-OPRD1 ag
COc1ccccc1C(=O)NCCC(=O)N(C)Cc1ccc(C)o1	3.5	0.1	24	-5	0	1.4	26	-6	9	-10	-1.8
COc1ccc(C(=O)Nc2ccc(S(=O)(=O)NCc3ccco3)cc2)cc1OC	4.7	1.9	-3	-5	-1	0.6	6	-11	19	-18	-3.7
CCC(=O)c1ccc(OCC(=O)Nc2nc(-c3cccnc3)cs2)cc1	2.8	-1.1	12	-6	-37	-1.5	-11	11	4	-4	-0.9
O=C(NCCC1=CCCCC1)C1CC(=O)N(Cc2ccccc2)C1 (stereo unspecified)	3.7	2.4	3	0	-13	-0.6	15	-4	20	-4	-3.8
O=C(C[n+]1cccc(NC(=O)c2ccccc2)c1)c1ccccc1	2.9	2.7	nt	19	23	0.8	6	2	13	16	-2.3
COCCOc1ccc(C(F)(F)F)cc1NC(=O)COC(=O)c1ccc(N2CCCC2=O)cc1	-0.2	2.9	9	1	nt	-0.6	6	-1	17	-2	-3.2
CCC(Sc1nc(C)cc(=O)[nH]1)C(=O)Nc1sc2c(c1C#N)CCCC2 (stereo unspecified)	0.4	-0.2	6	-20	-5	0.9	18	-2	9	-8	-1.6
O=C(CSc1nnc(Cc2ccccc2)n1-c1ccc(Cl)cc1)N1CCOCC1	2.0	-0.1	95	0	16	0.1	8	-7	10	-6	-1.7
CCN(C(=O)c1ccc(S(=O)(=O)N2CCCCC2)cc1)C1CCS(=O)(=O)C1 (stereo unspecified)	2.1	1.9	22	0	-6	2.0	-19	-7	2	-5	-0.3
CCOC(=O)c1ccc(NC(=O)CCOc2ccc(C)cc2)cc1	1.5	3.1	-4	-2	-15	0.9	-22	-1	-35	-10	6.9
COc1ccccc1N=Cc1c(C)c(C#N)c2[nH]c3ccccc3n2c1=O	1.1	0.6	-13	-1	3	-0.2	-2	-7	6	0	-1.3
Cc1cccc(CSC2=NCCN2C(=O)C2CC2)c1	-3.2	3.2	450	-1	19	1.0	-4	-2	7	-4	-1.2

Screening data (PubChem)
